Bioassay records (PubChem)
CYP2C9 activ = CYP2C9 (human) activation | activation factor at 5 µM | AID 1024 | P11712 | hit rate 1.4% among 96,000 | recombinant CYP2C9, luciferin-H conversion, luminescence; hits give high values; factor 1 = untreated enzyme, 0 = blocked;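 active means activation factor of 2 or more for CYP2C9 at a 5 µM dose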;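 further: 0 = sulfaphenazole-blocked wells and 1 = vehicle-only wells; values of inactives mirror those of a sister screen read the other way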
EphB4 ephrin blk = blocks human EphB4 binding to ephrin-B2 | inhibition, % at 7 µM | EphB4 LBD / TNYL-RAW-Alexa532 peptide, fluorescence polarization | hit rate 0.15% among 97,000 | P54760;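 active means inhibition above the screen-wide mean inhibition plus 3 SD, cut at about 15% in these data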;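 further: 0% = DMSO wells and 100% = excess unlabeled TNYL-RAW peptide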
Target sequence (P54760 whole entry, looked up, the tested form may be a part): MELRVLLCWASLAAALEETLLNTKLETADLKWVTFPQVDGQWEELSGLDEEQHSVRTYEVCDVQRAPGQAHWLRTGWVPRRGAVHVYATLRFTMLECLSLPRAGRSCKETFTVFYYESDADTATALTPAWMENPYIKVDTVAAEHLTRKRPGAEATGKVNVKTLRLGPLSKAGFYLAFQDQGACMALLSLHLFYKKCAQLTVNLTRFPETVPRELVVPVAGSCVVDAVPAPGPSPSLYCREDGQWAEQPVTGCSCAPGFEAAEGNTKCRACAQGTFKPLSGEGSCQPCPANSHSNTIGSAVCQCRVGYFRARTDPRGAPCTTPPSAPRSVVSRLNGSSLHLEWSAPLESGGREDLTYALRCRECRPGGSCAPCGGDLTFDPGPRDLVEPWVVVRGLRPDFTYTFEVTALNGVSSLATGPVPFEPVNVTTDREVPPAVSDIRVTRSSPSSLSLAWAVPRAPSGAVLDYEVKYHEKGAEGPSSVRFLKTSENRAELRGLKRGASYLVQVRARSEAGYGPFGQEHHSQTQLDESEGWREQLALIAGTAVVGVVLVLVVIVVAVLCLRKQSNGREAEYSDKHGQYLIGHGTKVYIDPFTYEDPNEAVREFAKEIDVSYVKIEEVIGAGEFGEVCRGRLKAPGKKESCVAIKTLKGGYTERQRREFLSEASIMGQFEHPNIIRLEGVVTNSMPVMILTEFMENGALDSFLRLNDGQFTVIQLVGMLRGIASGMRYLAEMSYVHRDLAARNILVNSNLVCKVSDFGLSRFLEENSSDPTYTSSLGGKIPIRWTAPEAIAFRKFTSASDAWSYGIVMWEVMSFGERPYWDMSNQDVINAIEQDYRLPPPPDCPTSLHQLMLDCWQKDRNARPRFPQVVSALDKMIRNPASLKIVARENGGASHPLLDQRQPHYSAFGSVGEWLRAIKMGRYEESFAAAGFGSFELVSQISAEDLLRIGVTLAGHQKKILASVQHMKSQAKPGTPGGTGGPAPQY
CYP2C19 activ = cytochrome P450 2C19 (human) activation | activation factor at 5 µM | P33261 | recombinant CYP2C19, luciferin-H EGE luminescence; hits give high values; 0 = fully inhibited enzyme, 1 = untreated enzyme | 96,000 tested, under 10 active;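 active means activation factor of at least 2 at 5 µM in the primary screen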;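 further: 0 = wells with 2.5 mM tranylcypromine and 1 = vehicle-only wells; values of inactives mirror those of a sister screen read the other way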
CYP2C19 inh = blocks human cytochrome P450 2C19; CYP2C19 Supersomes, luciferin-H EGE luminescence, 30 min; inhibition, % at 5 µM; hit rate 21% among 96,000; AID 778; P33261;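 active means CYP2C19 inhibition above a set limit at 5 µM in the primary screen, cut at about 50% in these data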;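 further: plate controls were negative control wells for no effect and 2.5 mM tranylcypromine positive control for full effect; values of inactives mirror those of a sister screen read the other way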
E coli WT exp = growth inhibitors of E. coli BW25113 wild type. OD600 absorbance. growth inhibition, % at 100 µM. hit rate 0.15% among 98,000. AID 710;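 active means growth inhibition above about 50% at one test dose, limit read from the data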;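 further: growth measured after 20 h incubation at 37 °C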
PLAP activator = activators of human placental alkaline phosphatase | P05187 | purified PLAP enzyme, luminescent substrate read-out; hits give high values | activation fold at 20 µM | hit rate 1.2% among 96,000; in the data active means activation fold above about 2
PostGolgi yeast = growth inhibition of a yeast mutant, post-Golgi transport screen. AID 739. inhibition, % at 10 µM. hit rate 0.9% among 98,000. post-Golgi transport phenotypic cell assay; in the data active means inhibition above about 30%;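 further: yeast cells grown in 1536-well plates; yeast grown about 18 h at 30C before absorbance read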
PTK2B oligo ant = Pyk2 (human) oligomerization antagonism; Q14289; Q293 cells, Pyk2 FERM NanoBiT luminescence; hits give low values; z-score (the deposit names both 25 µM and 10 µM); hit rate 0.83% among 99,000;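 active means Z-score of -3 or lower, scaled per plate to the spread of control and sample wells; inactive means z-score above -3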;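 further: negative z-score means lost luminescence so less FERM oligomerization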
CYP2C9 inh = human CYP2C9 inhibition; CYP2C9 Supersomes, luciferin-H conversion, luminescence; inhibition, % at 5 µM; hit rate 20% among 96,000; AID 777;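 active means blocking of liver enzyme CYP2C9 beyond about 50% at 5 µM, limit read from the data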; further: values of inactives mirror those of a sister screen read the other way
* hit, by the source's call; . = no result given.

SMILES	CYP2C9 activ	EphB4 ephrin blk	CYP2C19 activ	CYP2C19 inh	E coli WT exp	PLAP activator	PostGolgi yeast	PTK2B oligo ant	CYP2C9 inh
CCSC1=NC(C)(C)C=C(/C=C/c2ccc(Cl)cc2Cl)N1	0.8	-13	0.8	18	-15	1.2	-16	0.08	24
O=C(O)Cc1cc2c(s1)CCCCC2	1.1	6	1.1	-5	-3	1	-7	1	-13
CCOC(=O)CSc1nnc(CNC(=O)Cc2ccccc2)n1-c1ccccc1OC	0.9	-3	0.9	8	-8	1	0	-0.22	9
CC(C)c1nc(N2CCCC2)c(C#N)c2c1CCCC2	0.5	0	0.5	54*	-10	0.8	-3	0.25	55*
CCN1C(=O)C2C(c3ccccc3F)NC(Cc3ccc(O)cc3)(C(=O)OC)C2C1=O (stereo not drawn)	1	-5	0.9	10	2	1.1	-11	-0.41	0
CCOc1ccccc1C1C(C(N)=O)=C(C)Nc2nc(CCCO)nn21 (stereo not drawn)	1.2	-6	1.2	-18	6	1	25	.	-18
CN=C1SC(CC(=O)NCCc2ccc(OC)c(OC)c2)C(=O)N1C (stereo not drawn)	1.3	7	1.2	-19	4	0.8	21	0.62	-27
OCCCc1nc2n(n1)C(c1cccs1)C=C(c1ccc(Br)cc1)N2 (stereo not drawn)	0.9	4	1.1	-8	-2	1.4	-12	.	11
CCn1c2ccccc2c2cc(NC(=O)N3CCOCC3)ccc21	1.4	6	0.5	52*	-4	1	4	-0.3	-43
O=C(NC1CCCCC1)c1ccc(N2CCCC2=O)cc1	1	-10	1	-2	9	0.9	6	0.27	2
CS/C(=C\[N+](=O)[O-])Nc1ccccc1	1	0	1	-1	1	0.9	-4	-0.11	-4
CCOC(=O)c1c2c(c(=S)n(-c3ccccc3)c1N)CCC2	0.5	-2	0.4	60*	-2	0.8	4	0.3	54*
CC(C)Cn1c(SC(C)C(=O)Nc2ccc3c(c2)OCCO3)nc2ccccc2c1=O (stereo not drawn)	0.1	4	0.2	83*	-10	1.6	-2	-2.9	93*
COCCOc1cc(N2C(=O)CSCC2=O)c(Cl)cc1Cl	1	9	0.6	43	-5	1	8	0.78	-2
Cn1c(=O)cc(SCC(=O)NCC2CCCO2)c2ccccc21 (stereo not drawn)	2.1*	0	1.2	-19	10	1.1	2	0.29	-115
O=C(NCc1ccc2c(c1)OCO2)C1CC(=O)N(CCc2ccccc2)C1 (stereo not drawn)	0.2	-7	0.9	12	1	0.9	-6	.	77*
COCCCNC(=O)c1c(-c2ccccc2)noc1C	1	12	0.9	7	2	1	-4	0.25	1
CCOc1ccc(NC(=O)CCN2CCN(c3ccccc3)CC2)cc1	0.7	4	0.9	8	1	1.4	7	-0.14	33
COC(=O)c1cc2sccc2n1CC(=O)Nc1cc(OC)cc(OC)c1	0.6	-3	0.5	48	6	1	-12	-2.2	39
Nc1nc2n(n1)C(c1ccco1)CC(c1ccc(Cl)c(Cl)c1)N2 (stereo not drawn)	0.5	0	0.7	31	-1	1.3	18	-0.1	50*
CC(C)(C)C(=O)N=C1SC2CS(=O)(=O)CC2N1c1ccc2c(c1)OCO2 (stereo not drawn)	0.4	-10	0.4	57*	3	1.4	-10	0.97	63*
Cc1ccccc1-n1c(SCC(=O)N2CCOCC2)nc(O)cc1=O	1.2	4	1.2	-19	0	1.7	-4	0.56	-21
O=C(C(NS(=O)(=O)c1cccs1)c1ccccc1)N1CCN(c2ccccc2F)CC1 (stereo not drawn)	0.4	1	0.3	69*	-7	1.5	-3	-1.1	56*
CCCn1c(SCC(=O)Nc2sc(C)c(C)c2C(=O)OC)nc2c1c(=O)n(C)c(=O)n2C	0.9	.	0.8	16	.	0.7	.	.	12
O=C(CN1CCOCC1)N1CCN(S(=O)(=O)c2ccccc2)C1c1ccccc1 (stereo not drawn)	1	.	0.9	14	-6	1.5	-5	0.56	4
COC(=O)c1cc2sc(Cl)cc2n1CC(=O)NCC1CCCO1 (stereo not drawn)	1.2	1	0.6	35	6	1	6	-0.56	-20
O=C(Nc1sc2c(c1C(=O)NCC1CCCO1)CCCC2)c1cccs1 (stereo not drawn)	0.7	-3	1.1	-7	-9	0.9	86*	-0.86	29
Cc1c(C(=O)NC(=S)Nc2ccc3c4c(cccc24)CC3)cccc1[N+](=O)[O-]	1.2	-4	1	-2	-13	0.9	-4	-0.57	-21
Cc1cccc(N(C)C(=O)c2cc3cc4ccc(C)cc4nc3o2)c1	0.8	-2	0.3	70*	-10	1.3	1	-1.6	24
CCC(C)NC(=O)c1c(C)cc(=O)oc1C (stereo not drawn)	1.2	-3	1.1	-13	5	1	-2	0.9	-21
c1ccc([C@H]2CC3C[C@@H](c4ccccc4)N2O3)cc1	1.1	-7	0.5	45	0	1.1	1	-0.23	-11
Cc1onc(-c2ccccc2Cl)c1C(=O)N1CCc2ccccc2C1	0.5	5	0.5	54*	7	1.1	17	-0.48	46
Cn1c(=O)n(C/C=C/c2ccccc2)c(=O)c2c1nc1n2CCCN1c1ccc(F)cc1	0.6	.	0.7	30	-9	1.6	2	-1.7	38
O=C(CN1CCCC1)Nc1ccccc1Cl	0.8	-3	0.9	7	2	0.9	0	0.63	18
Cc1noc(NC(=O)c2ccc(F)cc2)c1C#N	1.1	3	1.2	-24	-9	1.1	7	-0.82	-5
OCCN1CCN(c2nc(N3CCCCC3)nc(N3CCCCC3)n2)CC1	0.9	-1	0.9	11	-7	1.5	14	1.8	10
CCn1cc(-c2cc(C(F)(F)F)n3nc(C(=O)O)cc3n2)c(C)n1	0.9	-3	1	-4	0	1.1	-4	-0.12	10
Cc1ccc(S(=O)(=O)N2CCOCC2)cc1C(=O)Nc1ccc(-c2cn3ccsc3n2)cc1	0.7	.	0.7	33	-9	1.5	-14	-1.1	32
CCOc1ccc(-c2nc(N)ncc2Oc2ccccc2Br)c(O)c1	0.9	-4	0.8	17	-10	0.9	3	-2.2	6
COC(=O)c1ccccc1NC(=O)Cn1c(SC)c(F)cnc1=O	0.7	0	0.7	31	-13	1.4	0	-1	26
CCC(=O)NNc1cc(=O)c2c(=O)n(C)c(=O)n(C)c2[nH]1	1	-3	0.9	11	-2	0.8	-9	0.45	4
Cc1nc2c3ccccc3n(CC#N)c(=O)n2n1	0.9	3	1	0	-1	1	7	.	8
CCNC(=O)CN(c1ccccc1)S(=O)(=O)c1ccc(Cl)cc1	0.7	5	0.3	69*	-6	0.8	0	0.51	33
COc1cc2cc3c(N)c(C(=O)Nc4sc(C)c(C)c4C#N)sc3nc2cc1OC	0.8	-7	1	4	-3	1.1	-10	-1.1	18
Cc1cc(C)c(S(=O)(=O)Nc2cccc3nsnc23)c(C)c1	0.2	.	0.5	49	5	1.1	-5	-1.7	83*
Cc1cc(C)c2[nH]c(=O)c(CN(Cc3ccc4c(c3)OCO4)Cc3nnnn3C3CCCC3)cc2c1	0.1	5	0.2	84*	-13	1.6	4	-1.1	91*
O=C(Nc1ccc(Cl)c(Cl)c1)N(Cc1cccnc1)Cc1ccco1	0	-8	0	99*	-11	0.9	96*	-2.8	100*
CC(C)NC(=O)CN1C(=O)NC(CCc2ccccc2)C1=O (stereo not drawn)	0.9	5	0.9	12	5	1	-1	0.43	6
CCCCNC(=O)c1ccc(NC(=O)C2CCCO2)cc1 (stereo not drawn)	1.2	.	1.2	-21	4	0.9	-2	0.13	-18
COc1cccc2c1nc(C)c1cc(C)oc12	0.9	-4	1	1	4	1.1	11	-0.11	6
Cn1c(=O)cc(OCCCC(=O)N2CCCCC2)c2ccccc21	.	-10	.	.	3	.	1	0.02	.
CCOc1ccccc1NC(=O)CSc1nnc(-c2ccccc2Cl)n1Cc1ccco1	0.5	8	0.3	70*	-4	1.4	-2	-0.83	49
Clc1ccc(-c2nc(Cc3ccccc3)no2)cc1	0.9	-4	0.5	46	-2	0.8	3	-0.59	5
c1ccc(-c2nccc(-c3ccc(-n4cnc5ccccc54)cc3)n2)cc1	1.3	-3	1.2	-25	-4	1	4	-0.19	-32
CCN=c1sc2ccccc2n1CC(O)COc1ccccc1 (stereo not drawn)	0.1	-5	0	99*	17	1.6	6	0.65	93*
COC(=O)c1ccc2c(c1)S(=O)(=O)NC(=NCc1ccco1)S2	1.2	1	0.8	22	3	0.9	1	1	-22
CCOC(=O)C1=C(C)Nc2nc(SCC)[nH]c(=O)c2C1c1ccncc1 (stereo not drawn)	0.4	7	0.2	84*	0	1	7	-0.6	64*
O=C(O)[C@H](Cc1ccccc1)NC(=O)N1CCOCC1	1.1	-4	1	-4	-3	1.2	14	0.88	-7
O=C(CSc1nnc(CN2CCOCC2)n1-c1ccccc1)Nc1ccc(Cl)cc1	.	2	.	.	-2	.	-4	2	.
COC(=O)c1c(NC(=O)c2ccccc2)sc2c1CC(C)(C)OC2	1	2	0.9	8	-10	0.9	6	0.18	1

Printed as active in CYP2C9 activ (from the list above):
smiles	CYP2C9 activ	EphB4 ephrin blk	CYP2C19 activ	CYP2C19 inh	PLAP activator	PTK2B oligo ant	CYP2C9 inh
Cn1c(=O)cc(SCC(=O)NCC2CCCO2)c2ccccc21 (stereo not drawn)	2.1*	0	1.2	-19	1.1	0.29	-115

Returning to the listing, starting 2 compounds before the break.
SMILES	CYP2C9 activ	EphB4 ephrin blk	CYP2C19 activ	CYP2C19 inh	E coli WT exp	PLAP activator	PostGolgi yeast	PTK2B oligo ant	CYP2C9 inh
O=C(CSc1nnc(CN2CCOCC2)n1-c1ccccc1)Nc1ccc(Cl)cc1	.	2	.	.	-2	.	-4	2	.
COC(=O)c1c(NC(=O)c2ccccc2)sc2c1CC(C)(C)OC2	1	2	0.9	8	-10	0.9	6	0.18	1
COc1ccc(Br)cc1CNC(=O)CCc1nc(-c2ccccc2F)no1	0.4	-6	0.3	65*	-8	1	0	-0.72	57*
Cc1c(C(=O)N2CCOCC2)oc2c1C(=O)CC(C)(C)C2	0.9	-6	1	-2	-1	0.8	-1	0.39	7
COc1cc2nc3c4ccccc4n(CC#N)c3nc2cc1OC	1	4	1	0	-3	0.7	-5	.	4
COc1ccc(C2C(C#N)=C(N)N3C(=C2C#N)Sc2ccccc23)cc1 (stereo not drawn)	0.8	.	0.9	8	-4	1	-8	.	18
COC(=O)c1ccc(CSc2ccc3nnc(-c4ccccn4)n3n2)o1	0.8	2	0.8	20	-2	1.1	0	.	21
CCN(CC)C(=O)CSc1nnc([C@@H](N)Cc2ccccc2)o1	1.1	.	0.8	21	.	1.1	.	1.8	-6
CC/C(C)=C1\SC(N2CCN(c3cccc(C(F)(F)F)c3)CC2)=NC1=O	1.9	-5	0.8	16	2	0.9	16	-2.6	-86
Cc1cccc(CCNS(=O)(=O)c2ccc3c(c2)n(C)c(=O)c(=O)n3C)c1	0.6	-1	1	-5	0	0.8	-10	.	44
O=S(=O)(c1ccc(OCC(O)CN2CCN(c3ccccc3Cl)CC2)cc1)N1CCOCC1 (stereo not drawn)	0.7	10	0.5	50*	-1	1.6	24	2.1	28
O=C1NC(Nc2nccs2)(C(F)(F)F)C(=O)N1CCc1ccccc1 (stereo not drawn)	0.1	-1	0.1	89*	4	2*	11	-0.25	85*
CS(=O)(=O)NCCSCc1c(Cl)cccc1Cl	0.4	-2	0.7	26	4	0.7	2	-0.02	63*
CCCCCCc1nc2c(=O)[nH]c3ccccc3c2o1	1	.	0.9	8	3	0.9	-1	0.07	2
CCCC(=O)NCCc1nc2ccccc2n1C	1	.	0.7	32	6	0.9	1	0.17	-4
N/C(=N\OC(=O)c1ccco1)c1cccc(Br)c1	0.7	-4	0.8	17	18	0.8	4	-0.63	30
CCN(CC)c1ccc(/C=C/c2nc3ccccc3s2)cc1	1.4	2	0.7	27	-19	1	-7	.	-45

Full records from above. Screens in order: CYP2C9 activ	EphB4 ephrin blk	CYP2C19 activ	CYP2C19 inh	E coli WT exp	PLAP activator	PostGolgi yeast	PTK2B oligo ant	CYP2C9 inh
COC(=O)c1ccc(CSc2ccc3nnc(-c4ccccn4)n3n2)o1 in the list: 0.8	2	0.8	20	-2	1.1	0	.	21
CCCCCCc1nc2c(=O)[nH]c3ccccc3c2o1 in the list: 1	.	0.9	8	3	0.9	-1	0.07	2
